# Compound activity: PubChem BioAssay, Johns Hopkins Ion Channel Center
# CHT block – inhibitors of human choline transporter CHT; CHT-expressing cells, membrane potential dye, choline response; hits give low values; B-score at 10 µM; AID 488975, 2010; 0.86% of 310,000 active;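 active = B-score over 3 SD under the library average, and starting fluorescence ratio not unusually high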;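 note: choline stimulus applied at its EC90 after an EC20 pre-addition; B-score computed on integrated fluorescence ratio after choline addition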
# KCNQ2 block – KCNQ2 potassium channel inhibitors, primary screen, cell-based, CHO-K1, FluxOR thallium flux, B-score (AID 2156). Potassium voltage-gated channel subfamily KQT member 2 (Rattus norvegicus), O88943. 20 min; hits give low values. B-score at 10 µM. 1.1% of 310,000 active;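 active = fluorescence ratio B-score at most minus 3 library SDs, with starting brightness B-score within 2 library SDs, cut at about -5.5 in these data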
# Target sequence (O88943 whole entry, looked up): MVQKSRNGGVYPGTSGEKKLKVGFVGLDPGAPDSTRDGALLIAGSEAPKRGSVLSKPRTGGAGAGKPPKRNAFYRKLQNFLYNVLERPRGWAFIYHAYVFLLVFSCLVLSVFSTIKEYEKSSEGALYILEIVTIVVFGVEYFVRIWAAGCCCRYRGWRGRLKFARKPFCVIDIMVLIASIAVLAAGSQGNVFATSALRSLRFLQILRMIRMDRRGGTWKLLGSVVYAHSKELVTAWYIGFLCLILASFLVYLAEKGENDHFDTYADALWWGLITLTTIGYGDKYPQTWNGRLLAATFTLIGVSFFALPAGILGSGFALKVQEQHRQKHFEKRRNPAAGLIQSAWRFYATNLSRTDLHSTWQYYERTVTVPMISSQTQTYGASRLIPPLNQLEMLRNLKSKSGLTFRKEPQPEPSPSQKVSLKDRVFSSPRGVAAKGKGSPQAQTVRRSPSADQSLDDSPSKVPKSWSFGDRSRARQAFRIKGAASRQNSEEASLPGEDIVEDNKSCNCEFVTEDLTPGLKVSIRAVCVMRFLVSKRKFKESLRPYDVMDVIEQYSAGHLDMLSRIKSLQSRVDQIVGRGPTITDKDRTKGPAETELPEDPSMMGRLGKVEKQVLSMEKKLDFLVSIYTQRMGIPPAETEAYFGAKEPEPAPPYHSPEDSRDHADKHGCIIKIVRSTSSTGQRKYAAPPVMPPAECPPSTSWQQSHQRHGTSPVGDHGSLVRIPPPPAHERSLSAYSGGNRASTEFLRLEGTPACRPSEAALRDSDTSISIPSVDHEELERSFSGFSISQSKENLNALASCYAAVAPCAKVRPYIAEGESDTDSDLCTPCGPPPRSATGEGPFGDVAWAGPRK
# Calls only; i = inactive; nt = not tested or not shown.
SMILES,CHT block,KCNQ2 block
O=C(/C=C/c1ccccc1)N(Cc1cccs1)C1CCS(=O)(=O)C1 (configuration not stated),i,i
Nc1nnnn1CC(=O)N/N=C/c1cccs1,i,i
C/C(=N/NS(=O)(=O)c1cc(C)ccc1C)c1ccc2c(c1)OCO2,i,i
CCc1cccc(C)c1NC(=O)N(C)C1CCCCC1,i,i
COc1ccc(NC(=O)COC(=O)COc2cccc3c2OC(C)(C)C3)cc1,i,i
CCOC(=O)c1sc(NCC2CCCO2)nc1C (configuration not stated),i,i
O=C(N/N=C/c1sc(N2CCOCC2)nc1-c1ccccc1)c1ccc(O)cc1,i,i
COCCn1c(N)c(N(Cc2ccccc2)C(=O)COc2ccc(F)cc2Cl)c(=O)[nH]c1=O,i,i
COc1ccc(CCNC(=O)C2CCCN(S(=O)(=O)c3ccccc3)C2)cc1 (configuration not stated),i,i
O=C(Nc1cccc(-c2nnc(-c3ccccc3)o2)c1)c1ccc(Br)o1,i,i
O=C(CN(C(=O)c1csnn1)c1ccccc1F)NC1CCCCC1,i,i
COc1ccc(Cl)cc1NC(=O)Nc1ccccc1SC,i,i
COC(=O)CSc1ncc(C#N)c(N)n1,i,i
O=C(c1cccc(S(=O)(=O)NCc2ccccc2)c1)N1CCN(Cc2ccccc2)CC1,i,i
CN(/N=C/c1ccc(O)cc1O)c1ncc(C(F)(F)F)cc1Cl,i,i

# Among those listed so far, ten have sulfur:
SMILES,CHT block,KCNQ2 block
O=C(/C=C/c1ccccc1)N(Cc1cccs1)C1CCS(=O)(=O)C1 (configuration not stated),i,i
Nc1nnnn1CC(=O)N/N=C/c1cccs1,i,i
C/C(=N/NS(=O)(=O)c1cc(C)ccc1C)c1ccc2c(c1)OCO2,i,i
CCOC(=O)c1sc(NCC2CCCO2)nc1C (configuration not stated),i,i
O=C(N/N=C/c1sc(N2CCOCC2)nc1-c1ccccc1)c1ccc(O)cc1,i,i
COc1ccc(CCNC(=O)C2CCCN(S(=O)(=O)c3ccccc3)C2)cc1 (configuration not stated),i,i
O=C(CN(C(=O)c1csnn1)c1ccccc1F)NC1CCCCC1,i,i
COc1ccc(Cl)cc1NC(=O)Nc1ccccc1SC,i,i
COC(=O)CSc1ncc(C#N)c(N)n1,i,i
O=C(c1cccc(S(=O)(=O)NCc2ccccc2)c1)N1CCN(Cc2ccccc2)CC1,i,i

# (more compounds)
SMILES,CHT block,KCNQ2 block
CC(CCc1ccccc1)NC(=O)C(=O)c1c[nH]c2ccccc12 (configuration not stated),i,i
Cc1cccc(OCCSc2nc3ccccc3n2CC(=O)O)c1,i,i
CCCCC(C(=O)N/N=C/c1ccccn1)C(=O)N/N=C/c1ccccn1,i,i
CN(C(=O)CSc1nnc(-c2ccncc2)n1-c1ccccc1)C1CCS(=O)(=O)C1 (configuration not stated),i,i
Cc1ccc(-c2nnc(-c3ccccc3)c(N3CCOCC3)n2)cc1,i,i
COc1ccc(/C=C/C(=O)NCCN2CCOCC2)cc1OC,i,i
CCOC(=O)C(Nc1ccc2ccccc2c1)C(=O)OCC,i,i
FC(F)(F)c1cnc(NNC(=S)Nc2cccnc2)c(Cl)c1,i,i
CC(NC(=O)CCn1ccc2cc(S(=O)(=O)N3CCCC3)ccc21)c1ccccc1 (configuration not stated),i,i
CCN(CC)S(=O)(=O)c1cccc(-c2n[nH]c(=S)n2/N=C/c2ccc(OC(F)F)cc2)c1,i,i
Cc1nnsc1C(=O)Nc1ccc(S(=O)(=O)N2CCC(C)CC2)cc1,i,i
CC(C)(C)c1ccc(O)c(N)c1,i,i
COc1ccc(S(=O)(=O)Nc2nc(C(F)(F)F)cs2)cc1,i,i
Cn1c(CN2CCCCC2)nc2cc(NC(=O)c3ccc(F)cc3)ccc21,i,i
Cn1c(SCCOc2ccccc2F)nc2ccccc2c1=O,i,i

# Random excerpt: 7 compounds from above.
SMILES,CHT block,KCNQ2 block
CCCCC(C(=O)N/N=C/c1ccccn1)C(=O)N/N=C/c1ccccn1,i,i
COc1ccc(S(=O)(=O)Nc2nc(C(F)(F)F)cs2)cc1,i,i
Cn1c(CN2CCCCC2)nc2cc(NC(=O)c3ccc(F)cc3)ccc21,i,i
CC(NC(=O)CCn1ccc2cc(S(=O)(=O)N3CCCC3)ccc21)c1ccccc1 (configuration not stated),i,i
CCOC(=O)C(Nc1ccc2ccccc2c1)C(=O)OCC,i,i
Cc1cccc(OCCSc2nc3ccccc3n2CC(=O)O)c1,i,i
Cc1ccc(-c2nnc(-c3ccccc3)c(N3CCOCC3)n2)cc1,i,i

# (list continues)
SMILES,CHT block,KCNQ2 block
COc1ccc(-n2c(=O)c3c4c(sc3n3c(=S)[nH]nc23)CCC4)cc1,i,i
O=C(NCC1CCCO1)c1cccc(NC(=O)c2cccs2)c1 (configuration not stated),i,i
CCOc1ncccc1C(=O)N(CC)CC(=O)NCc1ccc(Cl)cc1,i,i
Cc1nn(C)cc1/C=N\NC(=O)Cc1ccc([N+](=O)[O-])cc1,i,i
O=C1CCCC(O)=C1N=Nc1ccc(S(=O)(=O)N2CCOCC2)cc1,i,i
O=C(CN1CCOCC1)NNc1nc(-c2ccccc2)c2cc(Br)ccc2n1,i,i
O=C(CN(C(=O)CNS(=O)(=O)c1ccc(F)cc1)C1CCCC1)NCc1ccco1,i,i
CCCC(C(=O)NC1CCCC1)N(CC1CCCO1)C(=O)CNS(=O)(=O)c1ccccc1 (configuration not stated),i,i
CC1CCCN(S(=O)(=O)c2ccc(C(=O)Nc3nnc(-c4ccco4)o3)cc2)C1 (configuration not stated),i,i
CC1CC(OC(=O)CN2CCCCC2)CC(C)(C)C1 (configuration not stated),i,i
N#C/C(=C/c1ccc(-c2ccc(S(N)(=O)=O)cc2)o1)c1nc2ccccc2s1,i,nt
CCN(CC(=O)NCCN1CCOCC1)S(=O)(=O)c1ccc(F)cc1,i,i
CN1CCN(C(=O)N2CCNC2=O)CC1,i,i
COC(=O)C1=CN(Cc2ccc(OC)cc2)C=C(C(=O)OC)C1c1cccs1,i,i
CCOc1ccccc1NC(=O)CSc1nc2cc(O)ccc2c(=O)n1-c1ccc(OC)c(OC)c1,i,i
CCN(CC(=O)Nc1ccc2c(c1)OCCO2)C(=O)c1ccc(S(=O)(=O)N(C)C)cc1,i,i
COc1cc2ccccc2cc1C(=O)N1CCOCC1,i,i
COC(=O)c1sccc1NC(=O)CSc1ccccc1N,i,i
Cc1cc(S(=O)(=O)N(Cc2cccs2)Cc2ccccc2F)ccc1-n1cnnn1,i,i
O=C(Cn1nc2n(c1=O)-c1ccccc1SC2)N/N=C/c1cccs1,i,i
O=C(O)c1cc(NS(=O)(=O)c2ccc3ccccc3c2)ccc1O,i,i
Cc1ccc(S(=O)(=O)Nc2c(C(=O)O)[nH]c3ccccc23)cc1C,i,i
Nc1c(C(=O)Nc2cccc(C(=O)O)c2)sc2nc3c(cc12)CCCC3,i,i
Cc1ccc(/C=N/N2CCN(c3ccccn3)CC2)cc1,i,i
CCCCN(C)Cc1c(C)[nH]c2c(Cl)cccc2c1=O,i,i
CCOc1ccc(N=C2NC(=O)C(CC(=O)O)S2)cc1 (configuration not stated),i,i
COCCCN1C(=O)C(=O)/C(=C(/O)c2ccc(C)cc2)C1/C=C/c1ccccc1 (configuration not stated),i,i
CCOc1ccccc1NC(=O)/C=C/c1ccccc1[N+](=O)[O-],i,i
S=C(NCC1CCCO1)N1CCN(c2nc(-c3ccc(Cl)cc3)cs2)CC1 (configuration not stated),i,i
CC(Oc1ccc(Br)cc1)C(=O)Nc1nnc(C2CC2)s1 (configuration not stated),i,i
Cn1nc(Oc2nc(N3CCOCC3)nc(N3CCOCC3)n2)ccc1=O,i,i
OCCN1CCN(CCCN2c3ccccc3Sc3ccc(C(F)(F)F)cc32)CC1,i,i
COc1ccc(-c2cc(C(=O)Nc3ccc(O)cc3)c3ccccc3n2)cc1OC,i,i
COc1ccccc1C1=NOC(CN2C(=O)c3ccccc3S2(=O)=O)C1 (configuration not stated),i,i
COc1ccccc1NC(=O)CSc1nnc(-c2ccncc2)n1CC1CCCO1 (configuration not stated),i,i
Cn1c(/C(C#N)=C(\O)c2ccccc2Cl)nc2ccccc21,i,i
CCOC(=O)C1C(c2cccs2)NC(=O)NC1(O)C(F)(F)F (configuration not stated),i,i
Cc1nn2c(-c3ccco3)nnc2c2ccccc12,i,i
COc1cc2nc(N3CCN(C(=O)c4ccco4)CC3)nc(N)c2cc1OC,i,i
COC(=O)C1=C(C)N(C)C(C)=C(C(=O)OC)C1c1ccc(Cl)cc1,i,i
COc1ccc(CNC(=O)CCCn2c(=S)[nH]c3cc4c(cc3c2=O)OCO4)cc1,i,i
COc1ccc(/C=C2\NC(=S)N(CC3CCCO3)C2=O)c(OC)c1 (configuration not stated),i,i
CCOC(=O)c1ccc(/C=C2/C=C(c3ccccc3)N(c3ccc(Cl)c(C(=O)O)c3)C2=O)cc1,i,i
O=C(Nc1ccccc1C(F)(F)F)c1cc(-c2ccc(O)cc2)on1,i,i
Cc1ccc(S(=O)(=O)NCC2CCC(C(=O)NCc3ccco3)CC2)cc1 (configuration not stated),i,i
O=C(O)C1CCN(S(=O)(=O)c2cccc3cccnc23)CC1,i,i
COC(=O)C1NN=C(C(=O)c2ccccc2)C1c1ccccc1 (configuration not stated),i,i
COC(=O)c1ccc(-n2nnnc2SCc2ccccc2OC)cc1,i,i
Cc1ccc(NC(=S)N(CCN2CCCCC2)Cc2ccco2)cc1,i,i
COc1cc(NC(=O)C/C(C)=N/NC(=O)Cc2ccccc2)c(OC)cc1Cl,i,i
CCCN1c2cccc3cccc(c23)S1(=O)=O,i,i
CN1CCN(C2=C(Cl)C(=O)N(CCc3ccccc3)C2=O)CC1,i,i
COc1ccc(N(CC(=O)Nc2ccccc2C(=O)N2CCCC2)S(C)(=O)=O)cc1,i,i
Nc1cc(Cl)nc(N/N=C/c2ccccc2[N+](=O)[O-])n1,i,i
COc1cc(/C=C2/C(=N)N3C(c4ccccc4)=CSC3=NC2=O)ccc1OCC(=O)O,i,i
Cc1cc(-c2ccccc2)n[nH]1,i,i
NS(=O)(=O)c1cccnc1Nc1ccc(Cl)c(Cl)c1,i,i
COC(=O)Cc1c(C)c2ccc(OCC(=O)N3CCCC3)c(C)c2oc1=O,i,i
COc1ccc(CCC(=O)NCC2CCCCC2)cc1OC,i,i
COC(=O)c1c(NC(=O)C(=O)N2CCCCC2)sc2c1CC(C)(C)OC2,i,i
# (list continues)
SMILES,CHT block,KCNQ2 block
CCCCN(C(=O)CNC(=O)c1cccs1)C(C(=O)NC1CCCC1)c1ccncc1 (configuration not stated),i,i
C=CCNC(=S)Nc1ccc(N(C)C)cc1,i,i
CCOC(=O)/C(=C\Nc1ccc(OC(F)(F)F)cc1)Sc1ncc(C(F)(F)F)cc1Cl,i,i
COCC(C)n1c(C)cc(C(=O)Cn2c(=O)oc3ccccc32)c1C (configuration not stated),i,i
COc1cccc(/C=N\NC(C)=O)c1OC/C=C/c1ccccc1,i,i
Cc1ccc(C)c(N(CC(=O)N2CCCC2)S(C)(=O)=O)c1,i,i
Cn1c(=O)[nH]c(=O)c2c1nc(N1CCN(CCO)CC1)n2Cc1ccccc1Cl,i,i
Cc1cc(C(=O)CSc2n[nH]c(N)n2)c(C)n1-c1ccccc1,i,i
CCOC(=O)C1(CC2CCCCO2)CCN(Cc2cn[nH]c2-c2cccc(F)c2)CC1 (configuration not stated),i,i
COc1ccc(CCNC(=O)CN2CCN(Cc3ccc(F)cc3)C2=O)cc1OC,i,i
c1ccc(COc2ccccc2CNC2CCCC2)cc1,i,i
C/C(=N/NC(=O)CNC(=O)COc1cccc(C)c1)c1ccc(Cl)cc1,i,i
Cc1ccc2[nH]c3c(Cl)ncnc3c2c1,i,i
CC(=O)Nc1ccc(SCC(=O)Nc2ccc(Cl)cn2)cc1,i,i
c1ccc(-c2ccccc2OCCOCCN2CCCCC2)cc1,i,i
CCOC(=O)C1(Cc2cccc(Cl)c2)CCCN(C(=O)C(C)(C)C)C1 (configuration not stated),i,i
COc1ccccc1NC(=O)C/C(C)=N/NC(=O)C12CC3CC(CC(C3)C1)C2,i,i
COC1CCN(C(=O)c2ccc3oc(C(C)C)nc3c2)CC1,i,i
CCCNc1nc2c(c(=O)[nH]c(=O)n2C)n1Cc1cccc(Br)c1,i,i
CC(C)(C)c1ccc(OCCNC(=O)Cc2ccc(F)cc2)cc1,i,i
COc1ccc(CNC(=O)/C=C/c2ccc(OCCCF)cc2)cc1,i,i
O=C(NC(=S)NCCN1CCOCC1)c1ccc(Cl)cc1,i,i
COc1cc(OC)cc(C(=O)NCCn2ccc3ccccc32)c1,i,i
CCOc1ccccc1NC(=O)c1nnn(CC(=O)Nc2cc(C)cc(C)c2)c1N,i,i
Cc1cc(C)c(S(=O)(=O)NCCCn2ccnc2)cc1C,i,i
NC(=O)c1ccc(Cl)c2ccccc12,i,i
Cn1c(C(=O)N2CCN(c3cccc(C(F)(F)F)c3)CC2)cc2sccc21,i,i
COc1ccc2ccccc2c1CNC(C)CCc1ccccc1 (configuration not stated),i,i
O=C(Nc1ccc2nsnc2c1)N1CCCCCC1,i,i
COc1ccc(OC)c(Nc2nc(C)nc3c2oc2ccccc23)c1,i,i
Cc1ccc(NC(=O)NCCN2CCN(C(=O)Nc3ccc(C)cc3)CC2)cc1,i,i
Cc1ccc(-n2ncc(C(=O)NCC3CCN(C4CCCC4)C3)c2C2CCN(C(=O)OC(C)(C)C)CC2)cc1C (configuration not stated),i,i
FC(F)(F)c1cc(Oc2ccccc2Cl)nc(-c2ccccn2)n1,i,i
CCCCn1c(NC(=O)c2ccc(Br)o2)c(S(=O)(=O)c2ccccc2)c2nc3ccccc3nc21,i,i
Cc1onc(-c2ccccc2Cl)c1C(=O)N1CCc2ccccc21,i,i
CCc1nnc(NC(=O)CSc2nnc(-c3ccccc3O)n2-c2ccc(C)cc2C)s1,i,i
O=C(Nc1ccc(N2CCOCC2)cc1N1CCOCC1)c1ccco1,i,i
COc1ccc(-n2c(=S)[nH]c3cc(C(=O)O)ccc3c2=O)cc1,i,i
